Screening results from PubChem BioAssay.
Dyrk1A ADPGlo: rat Dyrk1A kinase inhibitors, primary screen, biochemical, single point, plate reader; Dual specificity tyrosine-phosphorylation-regulated kinase 1A (Rattus norvegicus), Q63470; inhibition, % at 12.5 µM; actives 0.43% (n = 310,000); ADP-Glo luminescence, NFATc1 peptide; in the data active = inhibition above about 50%;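 also: plate controls were vehicle with enzyme for no effect and no enzyme for full effect; many of its hits are not listed in these tables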
* marks the source's active call; other numbers are inactive results.

nr | structure | Dyrk1A ADPGlo
1 | Cc1cccc(N=NC(=S)NNc2cccc(C)c2)c1 | 6.9
2 | CC(C)NC1CCC(Nc2ccnc3cc(Cl)ccc23)CC1 (stereo unspecified) | 0.4
3 | COCCN(CC(=O)Nc1cccc(C)c1C)C(=O)c1cc2ccccc2cc1OC | 0.5
4 | Nc1ccccc1C(=O)NC(=O)Nc1ccc(Oc2ncc(Br)cn2)c(Cl)c1 | 2.2
5 | O=C1NC(c2cccc3ccccc23)Nc2ccc(Cl)cc21 (stereo unspecified) | 3.7
6 | CCCS(=O)(=O)Nc1ccc(Nc2c3ccccc3nc3ccccc23)c(OC)c1 | -1.8
7 | CCN1C(=O)CC(C(C)C)N(C2CCCC2)c2nc(Nc3ccc(C(=O)NC4CCN(C)CC4)cc3OC)ncc21 (stereo unspecified) | 3.3
8 | O=C(COC(=O)CNS(=O)(=O)c1cccc(F)c1)NCCc1ccccc1 | -4.3
9 | CCOC(=O)C1=CN(Cc2cccc(F)c2)S(=O)(=O)N(C)C1CCc1ccccc1 (stereo unspecified) | 0.0
10 | CCOC(=O)Nc1cc2c(c(N)n1)N=C(c1ccccc1)CN2 | 19.1

Next part; it opens with the three that closed the last part.
nr | structure | Dyrk1A ADPGlo
8 | O=C(COC(=O)CNS(=O)(=O)c1cccc(F)c1)NCCc1ccccc1 | -4.3
9 | CCOC(=O)C1=CN(Cc2cccc(F)c2)S(=O)(=O)N(C)C1CCc1ccccc1 (stereo unspecified) | 0.0
10 | CCOC(=O)Nc1cc2c(c(N)n1)N=C(c1ccccc1)CN2 | 19.1
11 | NC(=O)CSc1ccc(S(=O)(=O)N2CCOCC2)cn1 | -1.6
12 | CCc1ccccc1NC(=O)C1=CN2CCS(=O)(=O)N=C2C=C1 | -4.6
13 | COc1ccc(C=NNC(=O)NN=Cc2ccc(OC)c(OC)c2)cc1OC | 13.7
14 | CC(c1ccccc1)N1CC(C(=O)N2CCN(Cc3ccc(C#N)cc3)CC2)CC1=O (stereo unspecified) | -5.0
15 | CN(CC(=O)Nc1ccccc1C(=O)NC1CC1)Cc1ccccc1F | -2.3
16 | CCN(CC)CCOC(=O)c1ccc(N=CC2=C(O)CC(C)(C)CC2=O)cc1 | 3.1
17 | CCN1C(=O)[C@H]2[C@H]3CN=C(SCc4ccc(OC)cc4)N3[C@@](CC)(C(=O)OC)[C@H]2C1=O | -1.4
18 | COc1ccc(-c2cc(C(=O)N3CCCCCC3)c3ccccc3n2)cc1 | 10.2
19 | CC(O)c1cc2c(s1)c1cnn(Cc3ccccc3F)c(=O)c1n2C (stereo unspecified) | -13.1
20 | C#CCOCCOCCOCCNc1nc(N2CCN(C(=O)Cn3cc(CCO)nn3)CC2)nc(N2CCN(C(=O)Cn3cc(CCCN=C(N)N)nn3)CC2)n1 | 4.8
21 | Cc1ccc(S(=O)(=O)N2CCN(CC(=O)Nc3ccccc3C(=O)NC3CC3)CC2)cc1 | -4.7
22 | OCCCNc1ncnc2[nH]ncc12 | -2.8
23 | CC(=O)N(c1ccccc1C)c1ccccc1C | -2.0
24 | COc1ccc2[nH]cc(CCNC(=O)Cn3cc(C)c(=O)[nH]c3=O)c2c1 | 9.8
25 | CN(CCc1ccccc1)C(=O)c1ccc(NC(=O)Cc2ccc(NC(=O)C3CCN(C(=O)C4CCCC4)CC3)cc2)cc1 | -2.3
26 | O=C(C[C@H]1C[C@H](C(=O)N2CCOCC2)[C@@]2(CCC3CCCC3)c3[nH]c4cc(-c5ccco5)ccc4c3CCN2C1=O)NCc1cccc(C(F)(F)F)c1 | -3.7
27 | Cn1c(=O)c(-c2ccccc2)cc2ccccc21 | 4.7
28 | Cc1cc(C)c2c(c1C)C(=O)CCC2 | -4.8
29 | Nc1ccc(S(=O)(=O)c2ccc(NC(=O)c3cccnc3)cc2)cc1 | -0.6
30 | COCCCNC(=O)C[C@H]1C[C@H](C(=O)N2CCOCC2)[C@@]2(CCC3CCCC3)c3[nH]c4cc(-c5ccco5)ccc4c3CCN2C1=O | -4.9
31 | COc1ccc(NS(=O)(=O)c2cccc(C(=O)N/N=C/c3c(F)c(F)c(F)c(F)c3F)c2)cc1 | 1.5
32 | Cc1cc(CN2CCN(CC(=O)Nc3cc(Cl)ccc3-n3cncn3)CC2)no1 | 3.4
33 | Cc1ccc(NC(=O)COC(=O)C2(C)CC2(Cl)Cl)cc1S(=O)(=O)N1CCOCC1 (stereo unspecified) | -2.5
34 | COC(=O)Cn1c(CN2CCN(c3ccccc3F)CC2)nc2c1c(=O)n(C)c(=O)n2C | 2.2
35 | O=C(Nc1cccc(Br)c1)C1CC(=O)N(C2CCCC2)C1 (stereo unspecified) | -2.1
36 | O=C(CNc1cccc(F)c1)Nc1cccc(S(=O)(=O)N2CCCCC2)c1 | -19.7
37 | C=C1c2cccc(OC)c2O[C@H](C(=O)OCC)[C@@H]1CCCCCC | -1.8
38 | O=C(O)c1ccccc1NC(c1ccccc1)c1ccc2cccnc2c1O (stereo unspecified) | 3.7
39 | O=C1CC(c2ccccc2)C(=O)N2C(=O)CC(c3ccccc3)C(=O)N12 (stereo unspecified) | 2.3
40 | Clc1ccc(-c2ccnc3nc(N4CCOCC4)nn23)c(Cl)c1 | -3.3
41 | Cc1ccc(S(=O)(=O)NCCCNS(=O)(=O)c2ccccc2Br)cc1 | -2.7
42 | Nc1ccc2c(c1)C(=NO)c1cc([N+](=O)[O-])ccc1-2 | 44.7
43 | CC[C@]12c3[nH]c4ccc(OC)cc4c3CCN1C(=O)C(CC(=O)NCCC1=CCCCC1)C[C@@H]2C(=O)N1CCN(C(=O)C2CC2)CC1 (stereo partly specified) | -2.7
44 | CCN(C[C@H]1N[C@@](Cc2ccccc2)(C(=O)OC)[C@H]2C(=O)N(C)C(=O)[C@@H]12)S(=O)(=O)c1ccc(-c2ccccc2)cc1 | -2.2
45 | O=C1NC(=O)N(c2ccc(Cl)cc2)C(=O)/C1=C/c1ccc2c(c1)CCN2Cc1ccccc1Cl | 2.7
46 | CCOc1cc(C(=O)N/N=C/c2cn(-c3ccccc3)nc2-c2cc3ccccc3o2)cc(OCC)c1OCC | -2.5
47 | O=C1CCC/C1=c1\s/c(=C/c2cccnc2)c(=O)n1-c1ccccc1 | 5.3
48 | O=C(CNC(=O)c1ccccc1Br)NNC(=O)c1cccs1 | -9.5
49 | COc1ccc(-c2cn3c(C)c(C(=O)N4CCN(c5ccccc5)CC4)sc3n2)cc1 | -5.2
50 | COc1ccc(NS(=O)(=O)c2ccc(C(=O)N(C)Cc3cccs3)cc2)cc1 | -0.8
51 | O=S(=O)(c1ccccc1)N1CCN(S(=O)(=O)c2ccccc2)c2ccccc21 | 7.5
52 | Cc1ccc(S(=O)(=O)Nc2ccc(S(=O)(=O)Nc3nccs3)cc2)cc1C | 3.6
53 | O=C1NC(=O)C(=Cc2ccco2)S1 | 18.2
54 | COc1ccc(S(=O)(=O)Nc2cccc3c2O[C@H](CN(C)C(=O)NC2CCCCC2)[C@@H](C)CN([C@H](C)CO)C3=O)cc1 | -5.7
55 | Cn1c(=O)c2c(nc(OC3CCCC3)n2C)n(C)c1=O | -0.4
56 | COCc1nnc(NS(=O)(=O)c2ccc(OC)cc2)s1 | -8.9
57 | CC(=O)c1c(O)cc(O)cc1O | 20.6
58 | CCOC(=O)C1=C(C)N(C[C@@H]2CC[C@@H](Cc3ccc4cc(OC)ccc4c3)O2)C(=O)NC1c1ccc(OC)cc1 (stereo partly specified) | -1.6
59 | CSCCC(NS(=O)(=O)c1cccc(C(F)(F)F)c1)C(=O)N1CCN(C(=O)c2ccco2)CC1 (stereo unspecified) | -4.8
60 | C#CCOCCOCCOCCNc1nc(N2CCOCC2)nc(N2CCN(C(=O)[C@H](C)n3cc(CCC(=O)O)nn3)CC2)n1 | 6.1

Further results:
nr | structure | Dyrk1A ADPGlo
61 | NC(=O)C1CCN(C(=O)C2CCN(C(=O)Nc3ccccc3)CC2)CC1 | -3.0
62 | CCN(CC)C(=O)[C@H]1C[C@H](CC(=O)NCCCN(C)C)C(=O)N2CCc3c([nH]c4cc(-c5ccco5)ccc34)[C@]12C | 0.5
63 | Cc1noc(C)c1S(=O)(=O)N(C)C[C@H]1Oc2c(NC(=O)Nc3ccc4c(c3)OCO4)cccc2C(=O)N([C@H](C)CO)C[C@@H]1C | 0.4
64 | Cc1ccc(NS(=O)(=O)c2ccccc2F)cc1S(=O)(=O)N1CCCCC1 | 1.3
65 | Cn1c2c(sc1=O)CCC2 | 0.4
66 | O=C(c1ccc(Cl)cc1)C1CCN(C(=O)c2ccccc2F)CC1 | -5.0
67 | COc1ccc2nc3ccccc3[n+]([O-])c2c1 | 10.5
68 | O=C1Cc2c([nH]c3ccc(Br)cc23)-c2ccccc2N1 | 2.2
69 | COc1ccc(C(=O)NCC(=O)N2CCC(Cc3ccccc3)CC2)cc1OC | 2.3
70 | Cc1ccc(C(=O)NCc2cccc(C(F)(F)F)c2)cc1S(=O)(=O)N1CCCCC1 | -13.2
71 | CN(C(=O)c1ccc(NC(=O)Cc2cccc(NC(=O)C3CCCN(S(=O)(=O)c4cccc([N+](=O)[O-])c4)C3)c2)cc1)C1CC1 (stereo unspecified) | -1.7
72 | [O-]C(=C(C(=S)Nc1cccc2ccccc12)[n+]1ccccc1)c1ccc2c(c1)OCCO2 | 2.6
73 | CCCn1c(SCC(=O)N(CC)c2c(N)n(Cc3ccccc3)c(=O)[nH]c2=O)nnc1-c1ccncc1 | 1.4
74 | COc1ccc(NC(=O)CSc2nnnn2C)cc1S(=O)(=O)N1CCCCC1 | 9.5
75 | CN(N=Cc1cccc2cccnc12)c1ccc([N+](=O)[O-])cc1[N+](=O)[O-] | 2.7
76 | Cc1cccc(NC(=O)CN2CCN(C(=O)CN3C(=O)NC4(CCCCC4C)C3=O)CC2)c1C (stereo unspecified) | -3.4
77 | COc1cc(C(=O)NC2CCN(C)CC2)ccc1Nc1ncc2c(n1)N(C1CCCC1)CCC(=O)N2C(C)C | 10.3
78 | COC(=O)[C@]1(C)N[C@H](CN(C)S(=O)(=O)c2ccccc2)[C@@H]2C(=O)N(C)C(=O)[C@@H]21 | -4.7
79 | Cc1ccc(NC(=O)CN(C)C(=O)c2cn(Cc3ccccc3)nc2-c2cccnc2)cc1 | -2.4
80 | CN(C(=O)c1cccc(NC(=O)Cc2cccc(NC(=O)C3CCN(S(=O)(=O)c4cccc([N+](=O)[O-])c4)CC3)c2)c1)C1CC1 | -3.8

The closing two records of the section before are carried over, then new ones follow:
nr | structure | Dyrk1A ADPGlo
79 | Cc1ccc(NC(=O)CN(C)C(=O)c2cn(Cc3ccccc3)nc2-c2cccnc2)cc1 | -2.4
80 | CN(C(=O)c1cccc(NC(=O)Cc2cccc(NC(=O)C3CCN(S(=O)(=O)c4cccc([N+](=O)[O-])c4)CC3)c2)c1)C1CC1 | -3.8
81 | O=C(COC(=O)c1ccc(S(=O)(=O)NCc2ccco2)cc1)Nc1ccccc1 | 6.6
82 | CCN(CC(=O)Nc1c(F)cccc1F)C(=O)CCCOc1ccccc1 | 5.9
83 | CCCN1C(C)C(C(=O)OCC)=CN(Cc2ccc(Br)cc2)S1(=O)=O (stereo unspecified) | -2.8
84 | Cc1ccc(S(=O)(=O)N(CCC(=O)NCC(c2ccccc2)N(C)C)c2ccccc2)cc1 (stereo unspecified) | -5.9
85 | Cc1cc2oc(=O)cc(-c3ccccc3)c2c(C)c1-c1ccc(CO)cc1 | -0.3
86 | O=C(NN=Cc1ccccc1O)c1cccc([N+](=O)[O-])c1 | 3.5
87 | CCOC(=O)[C@@H]1CSCCS(=O)(=O)N1 | 2.3
88 | CC(C)(C)OC(=O)N(Cc1ccccc1)Cc1ccc(OCc2cccc(NC(=O)C3CC3)c2)cc1 | 17.0
89 | COC(=O)[C@@]1(C)[C@H]2C(=O)N(Cc3ccccc3)C(=O)[C@H]2[C@H]2CN=C(SCC(=O)c3ccccc3)N21 | -3.1
90 | CC(C(=O)NCC1CCCCC1)N1CCN(S(=O)(=O)c2cccs2)CC1 (stereo unspecified) | 0.1
91 | O=C1NC2c3c(Cl)sc(Cl)c3C(=O)C2O1 (stereo unspecified) | 1.6
92 | C/C=C1\NC(=O)[C@H](C)NC(=O)[C@@H](NC(=O)[C@@H](Cc2ccc(O)cc2)NC(=O)[C@@H](NC(=O)/C(C)=C/C)C(C)C)[C@@H](C)OC(=O)[C@H](CCCCc2ccc(O)cc2)NC(=O)[C@@H](CCC(=O)O)NC1=O | 9.8
93 | CC1=CC(=NNS(=O)(=O)c2ccc([N+](=O)[O-])cc2)CC(C)(C)C1 | -3.9
94 | Nc1ccccc1C(=O)C[C@H](N)C(=O)O | -1.9
95 | Cc1ccccc1NC(=O)N(O)C1(C#N)CCCCC1 | -0.8
96 | OCCO | -3.1
97 | COc1ccc(-c2c(C)cc3oc(=O)cc(-c4ccccc4)c3c2C)cc1 | -1.2
98 | O=C(Cc1ccc(NC(=O)C2CCN(C(=O)C3CCC3)CC2)cc1)Nc1cccc(C(=O)N2CCCCC2)c1 | -1.3
99 | O=C1C(=NO)CC(c2ccccc2)N1c1ccccc1 (stereo unspecified) | 4.4
100 | COc1ccc(CN2CCN(C(=O)c3ccc(S(=O)(=O)NCc4ccco4)cc3)CC2)cc1F | -7.4
101 | CCCCN1CC[C@@H]2C=CC[C@H](C(=O)OC)[C@@H]2C1=O | -0.8
102 | CCN1CCN(S(=O)(=O)c2ccc(Cl)c(C(=O)N(CC(C)C)C3CCS(=O)(=O)C3)c2)CC1 (stereo unspecified) | 0.4
103 | Cc1ccc(S(=O)(=O)N2C[C@@H]3[C@H]4CC[C@H](C4)[C@@H]3[C@@H](C)[C@H]2c2ccn(Cc3ccccc3)c2)cc1 | -2.8
104 | O=C(Nc1nc(-c2ccco2)c(-c2ccco2)s1)c1ccc(F)cc1F | 14.4
105 | CCC(C)Sc1ccc(-c2nc3cc(C)ccn3c2NC2CCCCC2)cc1 (stereo unspecified) | -5.6
106 | COc1cc2c[n+](C)c3c4ccccc4ccc3c2cc1OC | 14.0
107 | CC(C)C[C@@H](CN)NC(=O)c1nc[nH]c1C(=O)N[C@@H](Cc1ccccc1)C(=O)CNC[C@H](C)NC(=O)c1nc[nH]c1C(=O)N[C@@H](CC(=O)O)C(=O)O | -2.2
108 | CCCCn1c(N)c(N(CCC(C)C)C(=O)CSc2nc3ccccc3n2C)c(=O)[nH]c1=O | 0.8
109 | Cc1cc2ccccc2cc1C(=O)c1ccccc1 | 0.6
110 | Cc1ccc(C(=O)O)c(NC=O)c1OCc1ccccc1 | 6.0

An excerpt; the hit share may differ from the screen's.
